# GLP-1R inv ag: qHTS of GLP-1 Receptor Inverse Agonists (Inhibition Mode) | actives 1.6% (n = 410,000) | Glucagon-like peptide 1 receptor (Homo sapiens), P43220 | HEK293 GLP-1R CRE-luciferase, luminescence, 24 h; GLP-1R form is constitutively active | Potency, µM (doses to about 38.3 µM), for inactives: top-dose activity change, negative = inhibition, most hits filed as inhibitors | AID 624417, 2012; note: potency is the fitted concentration of half-maximal effect; % is set by controls: 0 for no effect and ±100 for the full control effect; nearly all actives have a fitted effect of over 55% in size
# Target sequence (P43220 whole entry, looked up): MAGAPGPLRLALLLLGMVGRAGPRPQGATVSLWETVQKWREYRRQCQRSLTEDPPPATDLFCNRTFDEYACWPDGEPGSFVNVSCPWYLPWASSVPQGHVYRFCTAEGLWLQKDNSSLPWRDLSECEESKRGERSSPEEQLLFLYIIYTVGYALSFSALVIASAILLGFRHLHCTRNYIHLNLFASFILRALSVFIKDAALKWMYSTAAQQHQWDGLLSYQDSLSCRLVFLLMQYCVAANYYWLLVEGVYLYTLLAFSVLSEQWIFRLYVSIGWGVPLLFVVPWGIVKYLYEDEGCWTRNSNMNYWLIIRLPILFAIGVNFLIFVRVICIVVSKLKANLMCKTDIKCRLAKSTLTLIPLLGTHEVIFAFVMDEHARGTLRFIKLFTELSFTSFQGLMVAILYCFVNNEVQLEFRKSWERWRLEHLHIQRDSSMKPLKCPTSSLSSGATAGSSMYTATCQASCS
#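 Constitutively active GLP-1R drives a cAMP-responsive luciferase in stably transfected HEK293 cells; test compounds are added after overnight (12 h) attachment and left 24 hr, and signal loss in luminescence marks inhibition.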
# TDP43 rescue: qHTS of TDP-43 Inhibitors; AID 652104, 2013; actives 1.8% (n = 410,000); TDP-43 expressing yeast growth rescue, BacTiter-Glo, 24 h; Potency, µM (series often up to 46.1 µM), without a hit: at the highest dose growth rescue (activation), usual class: activators; note: potency is the fitted concentration of half-maximal effect; % of control where 0% means no effect; nearly all actives have a fitted effect of over 50% in size
#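 Luminescence from BacTiter-Glo reports growth of TDP-43-expressing yeast after 24 hr at 30 deg C with compound. Cells were raffinose-pregrown to mid-log, then seeded in galactose medium at OD600=0.02.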
# PTHR1 ag: qHTS for PTHR1 Agonists: Primary Screen; Parathyroid hormone/parathyroid hormone-related peptide receptor (Homo sapiens), Q03431; HEK293 GP2 PTHR1 cells, GloSensor cAMP luminescence, 1 h; Potency, µM (top dose mostly 115 µM), without a hit: top-dose activation, actives largely listed as activators; actives 0.075% (n = 410,000); AID 743266, 2014; note: potency is the fitted concentration of half-maximal effect; nearly all actives have a fitted effect of over 55% in size; some results filed as inactive show a strong effect at the top dose; inactives centre near -15; many of its hits are not listed in these tables
# Target sequence (Q03431 whole entry, looked up): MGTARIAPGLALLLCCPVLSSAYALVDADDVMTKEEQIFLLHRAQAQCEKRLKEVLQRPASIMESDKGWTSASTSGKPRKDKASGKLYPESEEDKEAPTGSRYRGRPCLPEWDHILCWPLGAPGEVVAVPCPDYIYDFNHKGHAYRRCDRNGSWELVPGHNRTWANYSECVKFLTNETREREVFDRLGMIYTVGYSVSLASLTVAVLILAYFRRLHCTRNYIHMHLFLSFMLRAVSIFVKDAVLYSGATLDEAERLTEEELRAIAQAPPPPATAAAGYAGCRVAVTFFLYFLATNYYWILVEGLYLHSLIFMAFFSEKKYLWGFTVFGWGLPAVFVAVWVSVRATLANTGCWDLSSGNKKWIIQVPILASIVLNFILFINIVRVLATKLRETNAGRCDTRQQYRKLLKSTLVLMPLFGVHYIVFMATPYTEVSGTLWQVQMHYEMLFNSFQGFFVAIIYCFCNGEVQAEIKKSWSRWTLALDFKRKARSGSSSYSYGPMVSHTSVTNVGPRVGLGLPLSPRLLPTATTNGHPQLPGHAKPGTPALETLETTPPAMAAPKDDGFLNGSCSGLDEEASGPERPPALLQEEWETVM
#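 HEK-293-derived GP2 cells expressing PTHR1 and a GloSensor cAMP reporter, 3,000/well, plated overnight, given luciferin plus IBMX (each 0.5 mM as added) for 1 h at 37 °C, then compound for 1 h at 37 °C. Luminescence was read after 15 min at room temperature.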
# aSyn yeast inh: qHTS of alpha-syn Inhibitors. Yeast expressing alpha-synuclein, growth rescue, BacTiter-Glo, 24 h. Potency, µM (doses to about 46.1 µM), for the others: at the top dose growth rescue (activation), usual class: activators. actives 0.14% (n = 370,000). AID 652106, 2013; note: potency is the fitted concentration of half-maximal effect; % of control where 0% means no effect; nearly all actives have a fitted effect of over 65% in size
#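 Readout is rescue of growth in alpha-synuclein-expressing yeast, so inhibitors of toxicity appear as activators. Growth after 24 hr at 30 deg C in galactose medium is quantified by luminescence.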
# GLP1R cytotox: qHTS of GLP-1 Receptor Inverse Agonists: Cytotox Screen; HEK293 cAMP-luciferase reporter cells, luminescence, 24 h; actives 0.13% (n = 410,000); Potency, µM (titrated, usually from 38.3 µM), for the others: at the top dose activity change, negative = inhibition, hits mostly inhibitors;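 note: loss of luciferase light is scored as toxicity; potency is the fitted concentration of half-maximal effect; % is set by controls: 0 for no effect and ±100 for the full control effect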
#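 To flag toxic compounds, the library was rerun on cells for 24 hr at 37 deg C and 5% CO2. Viability-linked luminescence was captured 12 min after adding luciferase detection reagent.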
# Mm-Cpn inhibitor: Inhibitors of TCP-1 ring complex (TRiC) of Methanococcus maripaludis (MmCpn): qHTS. purified Mm-Cpn ATPase, ADP Transcreener TR-FRET. Potency, µM (doses to about 76.9 µM), for the others: top-dose activity, negative = inhibition, usual class: inhibitors. actives 0.031% (n = 330,000). Chaperonin Mm-Cpn (Methanococcus maripaludis). AID 504842, 2011; note: potency is the fitted concentration of half-maximal effect; % is set by controls: 0 for no effect and ±100 for the full control effect; nearly all actives have a fitted effect of over 80% in size
#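 Inhibition of chaperonin ATP hydrolysis is measured as reduced ADP production, detected by competitive TR-FRET in which signal falls with ADP. Final enzyme 25 nM and ATP 10 uM, reacted 30 min at 37°C.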
# Abeta yeast res: qHTS for compounds that reverse cellular toxicity of Amyloid beta (A-beta) peptide in yeast: Primary Screen. Potency, µM (highest dose often 46.1 µM), inactives show at the top dose growth rescue, hits mostly activators. AID 1347071, 2019. actives 0.063% (n = 410,000). yeast expressing A-beta42, growth rescue, OD600, 48 h; response scale: 0% DMSO, 100% iron-clioquinol control; note: potency is the fitted concentration of half-maximal effect; nearly all actives have a fitted effect of over 55% in size
#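 Yeast A-beta toxicity model in growth medium with pinned compounds, 48 h at 30 C; growth read as absorbance at 600 nm. Normalized to FeCl3/clioquinol equimolar mix (positive) and DMSO (negative).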
# FUS suppressor: qHTS for Suppressors of FUS Proteinopathy: Primary screen using FUS-linked yeast assay; S. cerevisiae FUS-expressing, growth rescue, OD600, 24 h; actives 0.24% (n = 390,000); AID 1347120, 2019; Potency, µM (series often up to 76.6 µM), without a hit: top-dose growth rescue (activation), most hits filed as activators;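 note: potency is the fitted concentration of half-maximal effect; plate controls were DMSO vehicle for no effect and reference control for full effect; nearly all actives have a fitted effect of over 55% in size; some results filed as inactive show a strong effect at the top dose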
#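 Cultures pregrown in 2.5% raffinose medium are shifted to minimal medium containing 2% galactose to express toxic FUS. Compounds are tested at several concentrations. After 24hr at 30C, growth is quantified at 600 nm absorbance.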
# pAkt inh: HTS Assay for Inhibitors of Akt Phophorylation: Primary Screen; Neuro2A IGF-stimulated pAkt S473 HTRF, 20 min; active compounds read low; activity change, % for hits at 50 µM; actives 0.32% (n = 360,000); in the data active = activity change below about -80%; inconclusive = mostly about -51% to -80%; note: % is set by controls: 0 for no effect and ±100 for the full control effect
#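 Neuro2A cells (4,500/well, DMEM with 0.5% FBS) were treated with compound at a single 50 µM final concentration, stimulated with 6 nM IGF for 20 min at 37 °C, and lysed. Phospho-Akt Ser473 was read by HTRF as 665/615 ratio ×10^4.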
# The depositor's hits bear a star; i = inactive; ? = inconclusive; . = no result given; & = joins results of further samples; [ ] = remark or other dose. Unless noted, calls come from the whole dose curve; as a rule, active = well fitted curve in the direction sought with a large enough effect; inconclusive = small, poorly fitted or top-dose-only effect, or another doubt; inactive = no such curve, though single readings can be large; an effect the other way counts as inactive or inconclusive. These rows are one share of the data. The share of hits here may be higher or lower than overall.
canonical_smiles	GLP-1R inv ag	TDP43 rescue	PTHR1 ag	aSyn yeast inh	GLP1R cytotox	Mm-Cpn inhibitor	Abeta yeast res	FUS suppressor	pAkt inh
COc1ccccc1CNC(=O)C1(C)CCN1Cc1ccc(OC(F)(F)F)cc1 (stereo unspecified)	?	14%	-93%[inhibitor]	2%	-6%	.	-2%	33%	i
Cc1cc(NC(=O)Cn2nc(C)c([N+](=O)[O-])c2C)no1	6%	4%	-2%	0%	2%	0%	8%	-3%	i
CCOC(=O)c1ccc(NC(=O)CC2C(=O)OCCN2CC)cc1 (stereo unspecified)	8%&29%	-61%[inhibitor]	i	-69%[inhibitor]	0%&1%	0%	-72%&-95%[inhibitor]	17%&27%	i
COc1ccccc1CCCNC(=O)C1CCC(=O)N(CCc2cccc(F)c2)C1 (stereo unspecified)	-19%	-13%	i	1%	-21%	0%	5%	.	i
CCN1CCN(c2cc(C)c3cc(NC(=O)c4ccc5c(c4)OCO5)ccc3n2)CC1	10%	12%	-6%	1%	?	-1%	-3%	-16%	i
O=C(CCC1CCCN(c2ncccn2)C1)N1CCN(c2ccccn2)CC1 (stereo unspecified)	11%	-10%	i	0%	0%	-1%	-9%	?	i
COc1cccc(C(=O)N2CCCC(CCC(=O)NCc3ccc(F)c(F)c3)C2)c1 (stereo unspecified)	19%[7.66 µM]	15%	-13%	7%	5%[7.66 µM]	0%	-4%	18%	i
Oc1ccc(/C=N/NC(=S)NCc2ccco2)cc1	7%	6%	-2%[57.5 µM]	3%	-12%	1%	1%	-9%	-116%*
Cc1ncc([N+](=O)[O-])n1CCOC(=O)c1cc(Cl)cc(Cl)c1N	?	?	-6%	14%	14%	1%	9%	23%	i
CC1=C(C(=O)N2CCCCCC2)CC(CC(=O)NCCc2ccccn2)C(=O)N1Cc1ccccc1 (stereo unspecified)	30%[activator]	-13%	17%	-2%	7%	.	-7%	-14%	i
Cc1ccccc1-c1nc(CN2CCC(C(=O)NCc3ccc(F)cc3)CC2)c(C)o1	?	2%	-3%	.	2%	.	-9%	6%	.
CC(C)(C)c1ccc(OCC(=O)O)cc1	-1%	24%	i	7%	2%	0%&2%	0%	8%	i
Cc1cc(C)c(S(=O)(=O)c2c(C)cccc2C)c(OCC(C)C)n1	0%	24%	-12%[57.5 µM]	-17%	-10%	-1%	9%	14%	i
CC1CCCCC12NC(=O)N(CC(=O)OCc1ccccc1Cl)C2=O (stereo unspecified)	?	28%	-10%	0%	11%	3%	10%	18%	i
CCC1CCCCN1CCCNC(=O)c1ccc(CS(=O)(=O)c2ccccc2OC)o1 (stereo unspecified)	-27%	2%	-2%	5%	-7%	0%	-5%	-21%	i
Cc1cccc(-c2nc(CN3CCN(Cc4cccc(F)c4)CC3)c(C)o2)c1	?	25%	-1%	11%	-4%	-1%	4%	3%	i
Nc1nnc(SCc2ccc(F)cc2)n1-c1ccccc1	0%	-10%	i	5%	-4%	2%	17%	5%	i
Cc1ccc(/C=C/C(=O)Nc2cccc(S(=O)(=O)N3CCOCC3)c2)o1	17%	-24%	-26%	-4%	5%	0%	-13%	?	i
Cc1cc(C)cc(NC(=O)c2cccc(C(=O)Nc3cc(C)cc(C)c3)c2)c1	3%	4%	-23%	.	2%	.	-5%	3%	.
COc1ccc(NC(=O)Cn2nnc(C(=O)NCc3ccc4c(c3)OCO4)c2N)cc1	16%&1%	5%&18%	-1%	-1%	10%&1%	1%	-14%&12%	14%&21%	i
COC(=O)c1cccc(-n2c(=O)n(Cc3ccccc3)c(=O)c3[nH]cnc32)c1C	55%[activator]	-9%	i	7%	2%	2%	-7%	11%	i
CSc1ccc(C(=O)C2CCCN(C(=O)c3nonc3C)C2)cc1 (stereo unspecified)	?	?	-51%[inhibitor]	-1%	5%	-3%	-47%[inhibitor]	.	i
Cc1cc(OCC(=O)Nc2ccc(C(=O)OC3CCCCC3)cc2)ccc1Cl	13%	19%	i	.	2%	.	0%	1%	.
O=C(CNC(=O)c1ccc(Br)o1)NCC1COc2ccccc2O1 (stereo unspecified)	-7%	3%	i	0%	0%	2%	-1%	-11%	i
CCCc1nn(CCc2ccccn2)c(N)c1CC	-11%	2%	i	-3%	6%	-2%	1%	5%	i
CCOCCCn1c(SCC(=O)Nc2ccc(NC(C)=O)cc2)nc2ccccc2c1=O	3%	-4%	-15%	-1%	-3%	-10%	-8%	-21%	i
COc1ccc(-n2ccnc2SCC(=O)NCc2ccc3c(c2)OCO3)cc1	-5%	27%	-20%	7%	6%	-1%	17%	-5%	i
COC(=O)c1cccc(NC(=S)NC(C)C)c1	3%	-7%	i	0%	4%	1%	-13%	-4%	i
Cn1cnnc1SCC(=O)Nc1ccc(N2CCCCC2)cc1	-13%	12%	i	-1%	0%	-2%	-22%	-2%	i
Cc1ccc(Sc2ccc(/C=C3/C(=O)NN(c4ccccc4)C3=O)o2)cc1	?	2%	-94%[inhibitor]	15%	-25%	-1%	-7%	-5%	i

# Retrieved by compound from above (six):
canonical_smiles	GLP-1R inv ag	TDP43 rescue	PTHR1 ag	aSyn yeast inh	GLP1R cytotox	Mm-Cpn inhibitor	Abeta yeast res	FUS suppressor	pAkt inh
CCOC(=O)c1ccc(NC(=O)CC2C(=O)OCCN2CC)cc1 (stereo unspecified)	8%&29%	-61%[inhibitor]	i	-69%[inhibitor]	0%&1%	0%	-72%&-95%[inhibitor]	17%&27%	i
Cc1ccc(Sc2ccc(/C=C3/C(=O)NN(c4ccccc4)C3=O)o2)cc1	?	2%	-94%[inhibitor]	15%	-25%	-1%	-7%	-5%	i
Cc1cc(OCC(=O)Nc2ccc(C(=O)OC3CCCCC3)cc2)ccc1Cl	13%	19%	i	.	2%	.	0%	1%	.
Cn1cnnc1SCC(=O)Nc1ccc(N2CCCCC2)cc1	-13%	12%	i	-1%	0%	-2%	-22%	-2%	i
COC(=O)c1cccc(NC(=S)NC(C)C)c1	3%	-7%	i	0%	4%	1%	-13%	-4%	i
COC(=O)c1cccc(-n2c(=O)n(Cc3ccccc3)c(=O)c3[nH]cnc32)c1C	55%[activator]	-9%	i	7%	2%	2%	-7%	11%	i

# Later entries:
canonical_smiles	GLP-1R inv ag	TDP43 rescue	PTHR1 ag	aSyn yeast inh	GLP1R cytotox	Mm-Cpn inhibitor	Abeta yeast res	FUS suppressor	pAkt inh
COc1ccc(NC(=O)c2ccc(-n3cccn3)nc2)cc1	0%	?	-22%[57.5 µM]	3%	-1%	-1%	20%	8%	i
CCOC(=O)c1c(S(=O)(=O)NCC(=O)Nc2ccccc2)c(C)n(C)c1C	22%	-17%	i	-8%	0%	0%	-9%	8%	i
Cc1csc(SCC(=O)Nc2cccc(S(=O)(=O)N3CCCC3)c2)n1	-7%	9%	-20%[57.5 µM]	3%	-12%	0%	1%	0%	i
Cc1ccc(N2CCN(/N=C/C3=C(N4CCOCC4)C(=C\c4ccccc4)/CC3)CC2)cc1	9%	5%	i	2%	1%	1%	8%	-8%	i
CN(CC(=O)Nc1ccc(F)c(F)c1F)C(=O)c1ccc(=O)[nH]c1	1%	2%	i	9%	-10%	?	-17%	-24%	i
CN(CC(=O)Nc1cccc(Cl)c1)S(=O)(=O)c1ccc2[nH]c(=O)oc2c1	23%	-17%	-5%	2%	1%	1%	-5%	5%	i
CC(=O)c1cccc(CN2CCN(Cc3ccc(C)cc3)C(CCO)C2)c1 (stereo unspecified)	-27%	6%	-12%	-1%	-3%	-8%	-2%	-1%	i
CCOc1ccc(-c2cc(NC(=O)Nc3ccccc3Cl)c(C(=O)OC)s2)cc1	27%	24%	i	.	-1%	.	3%	-21%	.
Cc1cc2nc(-c3ccc(OCc4ccccc4Cl)cc3)cc(C(F)(F)F)n2n1	11%	18%	i	.	4%	.	24%	-17%	.
CCC1CCCN1Cn1cnc2c([nH]c3ccc(OC)cc32)c1=O (stereo unspecified)	13%	-8%	-8%[57.5 µM]	0%	-21%	-1%	22%	-16%	i
O=C(Nc1ccccn1)c1cccs1	32%	7%	i	-7%	2%	.	-2%	4%	i
O=C1CN(C(=O)c2cccc(Br)c2)C(c2ccccc2)c2cc(Cl)ccc2N1 (stereo unspecified)	?	-3%	-18%	.	-2%	.	4%	27%	.
O=C(COc1ccc(Cl)cc1Cl)N1CCN(C(=O)c2ccco2)CC1	-49%	1%	-14%	1%	5%	2%	-8%	16%	i
COc1cccc(C(=O)NNS(=O)(=O)c2ccccc2)c1	-3%	14%	i	1%	-3%	.	15%	-40%	i
CCOC(=O)C(=NC(C)C)NNc1cc(Cl)ccc1Cl	?	10%	-83%[inhibitor]	-7%	-11%	-2%	13%	-14%	i
CC1CC(C)CN(c2ccc(S(=O)(=O)N3CCOCC3)cc2)C1 (stereo unspecified)	?	9%	i	-1%	12%	3%	-16%	.	i

# From PubChem BioAssay
